# PTHR1 agonist – PTHR1 (human) receptor agonism | HEK293 GP2 PTHR1 cells, GloSensor cAMP luminescence, 1 h | Q03431 | 0.075% of 410,000 active | Potency, µM (titrated, usually from 115 µM), for inactives: at the highest dose activation, most hits filed as activators | AID 743266; note: potency is the fitted concentration of half-maximal effect; nearly all actives have a fitted effect of over 55% in size; some results filed as inactive show a strong effect at the top dose; inactives centre near -15; many of its hits are not listed in these tables
# Target sequence (Q03431 whole entry, looked up): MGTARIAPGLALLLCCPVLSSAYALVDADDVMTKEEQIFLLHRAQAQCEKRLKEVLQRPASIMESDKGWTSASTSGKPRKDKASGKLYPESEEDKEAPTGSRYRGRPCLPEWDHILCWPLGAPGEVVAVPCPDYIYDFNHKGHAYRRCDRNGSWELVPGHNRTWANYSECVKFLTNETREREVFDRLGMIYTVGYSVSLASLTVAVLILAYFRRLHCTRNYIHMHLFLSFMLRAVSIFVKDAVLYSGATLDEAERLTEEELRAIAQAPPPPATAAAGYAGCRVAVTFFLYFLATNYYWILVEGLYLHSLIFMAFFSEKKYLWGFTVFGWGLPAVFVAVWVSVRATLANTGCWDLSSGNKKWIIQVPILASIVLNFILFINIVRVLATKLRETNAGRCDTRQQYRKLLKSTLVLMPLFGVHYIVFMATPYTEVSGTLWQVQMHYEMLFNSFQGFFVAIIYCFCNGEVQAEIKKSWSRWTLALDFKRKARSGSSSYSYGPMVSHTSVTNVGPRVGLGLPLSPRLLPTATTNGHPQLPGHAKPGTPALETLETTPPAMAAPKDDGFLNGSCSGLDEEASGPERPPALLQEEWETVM
#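 HEK-293-derived GP2 cells expressing PTHR1 and a GloSensor cAMP reporter, 3,000/well, plated overnight, given luciferin plus IBMX (each 0.5 mM as added) for 1 h at 37 °C, then compound for 1 h at 37 °C. Luminescence was read after 15 min at room temperature.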
# DRD3 agonist – activates the human D3 dopamine receptor; P35462; D3R DiscoveRx beta-arrestin cells, luminescence, 90 min; max activation, %; 0.58% of 410,000 active; AID 652048; in the data active = max activation above about 30%; note: 0% is about no effect; mostly tested at two doses, the higher about 12 µM
# Target sequence (P35462 whole entry, looked up): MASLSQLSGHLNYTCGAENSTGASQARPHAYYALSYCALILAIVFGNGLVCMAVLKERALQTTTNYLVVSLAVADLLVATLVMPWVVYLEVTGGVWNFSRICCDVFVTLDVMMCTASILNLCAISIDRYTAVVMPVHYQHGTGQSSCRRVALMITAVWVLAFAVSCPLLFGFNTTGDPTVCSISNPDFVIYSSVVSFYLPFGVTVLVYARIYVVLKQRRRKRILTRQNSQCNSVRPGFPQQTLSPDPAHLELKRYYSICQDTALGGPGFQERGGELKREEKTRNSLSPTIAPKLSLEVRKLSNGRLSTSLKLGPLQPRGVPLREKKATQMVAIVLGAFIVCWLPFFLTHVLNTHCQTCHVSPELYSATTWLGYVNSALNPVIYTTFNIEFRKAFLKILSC
#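 Agonist-mode cell screen: cells plated at 1500/well and incubated overnight at 37 °C, then exposed to library compounds for 90 min at 37 °C. Detection reagent was added for 30–60 min at room temperature, and luminescence was read.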
# EPAC2 antagonist – antagonists of human EPAC2. 0.18% of 360,000 active. EPAC2 GEF exchange of Rap1B-BODIPY-GDP, fluorescence. AID 720708. Potency, µM (top dose mostly 114 µM), inactives show at the top dose activity, negative = inhibition, most hits filed as inhibitors; note: potency is the fitted concentration of half-maximal effect; % is set by controls: 0 for no effect and ±100 for the full control effect; nearly all actives have a fitted effect of over 45% in size; many of its hits are not listed in these tables
# DRD3 antagonist – blocks the human D3 dopamine receptor; 2.5% of 360,000 active; D3R cells, DiscoveRx beta-arrestin luminescence, antagonist mode; stronger effect = lower value; max response, negative = inhibition, %; in the data active = max response below about -50%; inconclusive = no clear call, values can overlap the other calls; note: % is set by controls: 0 for no effect and ±100 for the full control effect; mostly tested at two doses, the higher about 12 µM
#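 Cells expressing the human receptor were seeded at 1500 cells/well, incubated overnight at 37 degrees C in 5% CO2, then exposed to library compounds with dopamine controls for 90 minutes at 37 degrees C before luminescent detection.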
# EPAC2 agonist – activates human EPAC2 exchange factor | Potency, µM (titrated, usually from 154 µM), for inactives: at the top dose activation, actives largely listed as activators | EPAC2 activation, biochemical qHTS; response scale: 100% = 6.5 mM cAMP response | 0.079% of 360,000 active; note: potency is the fitted concentration of half-maximal effect; nearly all actives have a fitted effect of over 50% in size
#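 Each well held 100 nM EPAC2, 250 nM RAP1B-BODIPY-GDP and 50 uM GDP. Fluorescence, read at 5-min intervals to 30 min, was referenced to a 6.5 mM cAMP positive control.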
# pAkt inh – blocks phosphorylation of Akt. Neuro2A IGF-stimulated pAkt S473 HTRF, 20 min; stronger effect = lower value. activity change, % for hits at 50 µM. 0.32% of 360,000 active. AID 651550; in the data active = activity change below about -80%; inconclusive = mostly about -51% to -80%; note: % is set by controls: 0 for no effect and ±100 for the full control effect
#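 Single-point screen (50 µM final compound) in Neuro2A cells stimulated 20 min with 6 nM IGF at 37 deg C. After lysis, Ser473-phosphorylated Akt read by HTRF (ex 330 nm, em 615/665 nm) as the 665/615 ratio.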
# Mm-Cpn inhibitor – inhibitors of Methanococcus maripaludis chaperonin (MmCpn). Potency, µM (doses to about 76.9 µM), for the others: at the highest dose activity, negative = inhibition, most hits filed as inhibitors. purified Mm-Cpn ATPase, ADP Transcreener TR-FRET. 0.031% of 330,000 active; note: potency is the fitted concentration of half-maximal effect; % is set by controls: 0 for no effect and ±100 for the full control effect; nearly all actives have a fitted effect of over 80% in size
#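 ATP (10 uM final) was added to archaeal chaperonin (25 nM final) after 10 min exposure to test compound at 37°C; after 30 min further incubation, ADP was detected by competitive TR-FRET.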
# CCT chaperon mod – changes cytosolic chaperonin activity | 0.3% of 360,000 active | purified chaperonin ATPase assay, HTRF ADP detection, 30 min | activity change, % (concentration not given with the values), hits read low; in the data active = activity change below about -30%; note: % is set by controls: 0 for no effect and ±100 for the full control effect
#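 TRiC (40 or 20 nM final, by batch activity) in 30 mM Tris pH 7.4, 100 mM KCl, 5 mM MgCl2, 1 mM DTT was treated with compound at 76 uM single dose, then 10 uM ATP, 30 min at 37 °C. ADP was read by HTRF Transcreener.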
# * = called active by the depositor; i = inactive; ? = inconclusive; . = no result given; [ ] = dose if it differs, or a comment. Unless noted, calls come from the whole dose curve; as a rule, active = well fitted curve in the direction sought with a large enough effect; inconclusive = small, poorly fitted or top-dose-only effect, or another doubt; inactive = no such curve, though single readings can be large; an effect the other way counts as inactive or inconclusive.
# The first 4 compounds, ahead of the listing:
SMILES,PTHR1 agonist,DRD3 agonist,EPAC2 antagonist,DRD3 antagonist,EPAC2 agonist,pAkt inh,Mm-Cpn inhibitor,CCT chaperon mod
O=C(O)CC1Sc2nnc(COc3ccc(Cl)cc3)n2N=C1c1ccccc1 (stereo not drawn),i,4,-1%,5,2%,i,-2%,0.6
CSc1nc(C)c2c(n1)N(c1ccc(F)cc1)CC2,i,2,-11%[57.1 µM],-15,-7%,-111%*,-6%,0.1
CCOC(=O)C1CCN(C(=O)c2cc3c(=O)n4cccc(C)c4nc3s2)CC1,i,5,-7%,10,4%,i,1%,-0.9
CCOc1ccc(C(=O)Nn2cnnc2)cc1OCC,?,-5,4%,-8,14%,i,3%,-2.2

# The listing, from the first entry:
SMILES,PTHR1 agonist,DRD3 agonist,EPAC2 antagonist,DRD3 antagonist,EPAC2 agonist,pAkt inh,Mm-Cpn inhibitor,CCT chaperon mod
O=C(O)CC1Sc2nnc(COc3ccc(Cl)cc3)n2N=C1c1ccccc1 (stereo not drawn),i,4,-1%,5,2%,i,-2%,0.6
CSc1nc(C)c2c(n1)N(c1ccc(F)cc1)CC2,i,2,-11%[57.1 µM],-15,-7%,-111%*,-6%,0.1
CCOC(=O)C1CCN(C(=O)c2cc3c(=O)n4cccc(C)c4nc3s2)CC1,i,5,-7%,10,4%,i,1%,-0.9
CCOc1ccc(C(=O)Nn2cnnc2)cc1OCC,?,-5,4%,-8,14%,i,3%,-2.2
CCCn1c2c(c(O)c(C(=O)Nc3ncccc3O)c1=O)CCCC2,-23%[57.5 µM],7,-1%,55,0%,i,1%,-1.9
COc1ccc(OC)c(Nc2nc(NCCCN(C)C)nc(N)c2[N+](=O)[O-])c1,i,3,-6%,-10,6%,i,1%,-2.8
COCCCNC(=O)c1c(N)n(-c2ccc(S(N)(=O)=O)cc2)c2nc3ccccc3nc12,i,11,-11%,10,-3%,i,-6%,1.3
CCCNC(=S)Nc1ccc(Nc2ccccc2)cc1,-9%,3,-2%,0,7%,i,-1%,-1.3
O=C(O)CCC(=O)NNC(=O)CCCOc1ccc(Cl)cc1Cl,i,4,8%,-2,1%,i,1%,-2.1
COc1ccc(Cl)cc1-c1cc(C(=O)Nc2ccc(Br)cc2)[nH]n1,i,-22,12%,-76*,7%,i,.,-0.3
CC(C)S(=O)(=O)c1csc(NC(=O)Nc2ccc(Cl)cc2)c1,-24%,2,3%,40,8%,i,-4%,0.5
CC(C)C(=O)Nc1cc2c(cc1C(=O)c1ccccc1)OCCO2,-20%[57.5 µM],-1,-3%,-9,1%,i,1%,0.8
COc1ccc(C(=O)N2CCCC2)cc1S(=O)(=O)N1CCOCC1,-22%,-9,-2%,7,7%,i,.,-5.7
O=C(c1ccc(F)cc1)C1CCN(Cc2ccc(F)cc2)CC1,-5%,-22,7%,-88*,8%,i,-1%,-1.5
COc1ccc(CCC(=O)NCCS(=O)(=O)N2CCN(c3ccc(F)cc3)CC2)cc1,-17%,6,3%,1,5%,i,-2%,-1.2
Cc1cc(C)cc(OCCNC(=O)c2cc(S(=O)(=O)N3CCOCC3)ccc2F)c1,-19%,-1,-7%,5,3%,i,0%,-0.9
CC(OC(=O)CCN1C(=O)c2cccc([N+](=O)[O-])c2C1=O)C(=O)Nc1cc(Cl)cc(Cl)c1 (stereo not drawn),-13%,1,8%,12,13%,i,4%,-1.3
CC(C)(C)c1ccc(C(=O)N2CCN(c3ccc(N4CCOCC4)nn3)CC2)cc1,-21%,3,7%,-6,1%,i,-7%,2.0
COc1ccc(-c2csc(C(C)(O)c3ccc(F)c(F)c3)n2)cc1 (stereo not drawn),i,-14,-26%,-22,6%,i,.,2.2
O=C(COc1ccc(Cl)cc1Cl)N/N=C1\CCCc2ccccc21,-34%[inhibitor],-1,4%,-4,8%,i,1%,-0.3
CN(CC(=O)Nc1ccc(F)c(F)c1F)C(=O)C1CCN(C(=O)Nc2ccccc2)CC1,-6%,2,9%,-13,-1%,i,1%,-0.3
CCSc1ccc([C@@H]2[C@@H]3C(=O)N(CC)C(=O)[C@@H]3[C@]3(C(=O)OC)CCCN23)cc1,i,-1,-6%,-2,4%,i,-4%,1.1
Cc1ccc(OC(=O)c2ccccc2)cc1C,-5%,5,-6%,-5,-4%,i,.,-6.6
COc1ccc(-c2cc(C(=O)NCc3cn(C)nc3C)c3ccccc3n2)cc1OC,-16%,3,-1%,15,-2%,i,-4%,-1.2
COCCN(C(=O)COC(=O)c1sccc1C)c1c(N)n(Cc2ccccc2)c(=O)[nH]c1=O,-21%,14,-5%,8,6%,i,-2%,-1.0
# More entries follow:
SMILES,PTHR1 agonist,DRD3 agonist,EPAC2 antagonist,DRD3 antagonist,EPAC2 agonist,pAkt inh,Mm-Cpn inhibitor,CCT chaperon mod
COc1ccc(/C=C2/C(=O)ON=C2C)cc1Cl,-23%,-11,6%,-1,-6%,i,1%,-0.5
O=C(CN1C(=O)CSC1=O)c1ccccc1,-6%[57.5 µM],3,7%,-15,1%,i,1%,0.9
CCOc1ccc(N(Cc2ccccc2F)C2=NC3CS(=O)(=O)CC3S2)cc1 (stereo not drawn),-9%,-3,-17%,-8,5%,i,-2%,-0.6
CCOC(=O)c1[nH]c2ccc(Br)cc2c1NC(=O)CCN1CCN(C(=O)OCC)CC1,-12%[57.5 µM],1,0%,7,-1%,i,-6%,0.0
CCN(CC)c1ccc(/C=N/NC(=O)c2ccco2)cc1,-16%,-13,17%,-23,9%,i,-10%,0.5
COc1ccc(Cl)cc1C(=O)NNC(=S)NC(=O)c1cc(-c2ccccc2)nc2ccccc12,i,-1,6%,12,-4%,i,1%,0.7
CCOC(=O)c1oc2ccccc2c1NC(=O)c1ccc(S(=O)(=O)N(C)C)cc1,4%,-3,11%,10,-16%,i,-2%,1.5
CCC(=O)/C=C1/Sc2ccc(OC)cc2N1CC,-25%[57.5 µM],-5,1%,-5,9%,i,-3%,0.2
CCC(=O)Nc1nnc(C)s1,-24%,-15,-11%,-30,1%,i,0%,-2.3
CCCC(c1nnnn1Cc1ccco1)N1CCN(C(=O)c2ccco2)CC1 (stereo not drawn),-20%,-4,4%,-6,3%,i,-1%,-2.2
COc1ccccc1C(=O)C1CCCN(C(=O)c2ccccn2)C1 (stereo not drawn),i,2,-1%,-11,5%,i,3%,1.8
CCCS(=O)(=O)N1CCCC(C(=O)NCCCN(C)Cc2ccccc2)C1 (stereo not drawn),i,-1,2%,3,2%,i,0%,-1.2
COc1ccc(N(CC(=O)Nc2cc(OC)c(OC)cc2C(=O)O)S(=O)(=O)c2c(C)noc2C)cc1,-17%,5,-4%,8,0%,i,-5%,-0.4
COC(=O)C1=C(C)Nc2ncnn2C1c1ccco1 (stereo not drawn),-24%[57.5 µM],4,10%,21,1%,i,0%,0.3
Cc1ccc(NC(=O)Cn2c(=O)ccn(Cc3ccccc3)c2=O)cc1S(=O)(=O)N1CCOCC1,-23%,4,1%,9,10%,i,.,-3.2
O=C(/C=C/c1ccco1)N(Cc1cccc(F)c1)C1CCS(=O)(=O)C1 (stereo not drawn),i,1,-2%,-3,6%,i,-3%,-3.8
COCCn1c(C)cc(C(=O)COC(=O)c2cccc(O)c2)c1C,i,0,-13%,8,4%,i,-1%,-3.2
COc1ccc(OC)c(S(=O)(=O)CC(=O)c2cc3ccc(OC)cc3oc2=O)c1,-5%,-3,-3%,0,8%,i,0%,-0.2
Cc1ccc(C(C(=O)NC2CCCC2)N(Cc2cccs2)C(=O)CNC(=O)c2cccs2)o1 (stereo not drawn),-1%,2,7%,2,1%,i,1%,1.1
CN(C)c1ccc(C(=O)OCC(=O)NCC2CCCO2)cc1 (stereo not drawn),i,1,10%,35,0%,.,-1%,-1.4
O=C(Nc1ccc(N2CCN(C(=O)c3cccs3)CC2)cc1)c1cccnc1Cl,-5%,0,1%[57.1 µM],-11,5%,i,2%,-1.5
O=C(CSc1ncnc2nc[nH]c12)c1ccccc1,-40%[inhibitor][57.5 µM],-4,-13%,-29,-5%,i,-4%,-3.3
COc1ccc(CN2C3CCC2CC(NC(=O)c2cc(OC)c(OC)c(OC)c2)C3)cc1 (stereo not drawn),-25%,-25,7%,-66*,11%,i,-1%,0.4
CC(=O)Nc1ccc(NC(=O)COC(=O)c2ccccc2SCC(=O)N2CCCC2)cc1,i,0,8%,17,1%,i,-4%,0.6
CCOc1ccccc1NC(=O)NCCc1c[nH]c2ccccc12,-3%,-13,0%,1,10%,i,1%,-2.9
# (continued)
SMILES,PTHR1 agonist,DRD3 agonist,EPAC2 antagonist,DRD3 antagonist,EPAC2 agonist,pAkt inh,Mm-Cpn inhibitor,CCT chaperon mod
CN(C)C(CNC(=O)c1cccc(NS(=O)(=O)c2ccc(Br)cc2)c1)c1ccco1 (stereo not drawn),i,-29,5%,-28,-10%,i,0%,0.1
CC(C)c1ccccc1OCCNC(=O)c1cncc(Br)c1,-17%,4,0%,1,-2%,i,0%,-1.5
CCN(CC)S(=O)(=O)c1ccc(-c2csc(C)n2)cc1,-27%,-4,3%,-4,-2%,i,-1%,-1.7
CC(C)c1nnc(NC(=O)COC(=O)/C=C/c2ccc([N+](=O)[O-])cc2)s1,i,-2,3%,-12,-2%,i,-4%,-3.7
Cc1ccc(-c2nc3ccccc3[nH]2)cc1NC(=O)c1sc2ccccc2c1Cl,-8%,0,-3%,13,11%,i,-1%,1.5
O=C(N1CCOCC1)C(F)(F)C(=O)N1CCOCC1,i,1,-4%,-30,-1%,i,0%,0.1
CC12CCC(=O)C=C1CCC1C2C(O)CC2(C)C1CCC2(O)C(=O)COC(=O)COCC(=O)O (stereo not drawn),i,7,2%,4,5%,i,.,1.2
COc1cc(-c2coc3c(C(=O)NCc4ccc(OC)c(OC)c4)cccc23)ccc1O,-49%[inhibitor],18,14%,65,3%,i,.,0.2
COc1ccc(N2CCN(C(=O)CCN3C(=O)C4C5C=CC(C5)C4C3=O)CC2)cc1 (stereo not drawn),i,-7,1%,11,-3%,i,-4%,0.0
COc1cc(-c2nc(-c3ccccc3)c(-c3cc([N+](=O)[O-])ccc3C)[nH]2)cc(OC)c1OC,-5%[57.5 µM],-6,-1%,-25,7%,i,0%,-0.4
COc1ccccc1C(=O)Nc1ccnn1C1CCN(C)CC1,i,0,-9%,2,5%,i,-4%,0.9
O=C1CC(N2CCN(C/C=C/c3ccccc3)CC2)C(=O)N1Cc1cccs1 (stereo not drawn),-24%,-8,5%,-63*,2%,i,1%,-3.8

# Only part of the results is shown (hit frequency here may not be typical).
